Screens from PubChem BioAssay.
Htt clearance: mutant huntingtin protein clearance | HeLa Exon1htt(103Q)mCFP, aggregate imaging; zero = plate's median compound well | hit rate 0.42% among 47,000 | inhibition, % at 1.5 µM | AID 853;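 active = inhibition of aggregate fluorescence above about 70%, also judged a hit by eye on the cell image, limit read from the data, passing the limit was not always enough; inconclusive = no rule stated for this call; inactive = not judged a hit on image review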;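 note: cells exposed to compound for three days before fixation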
Htt clearance grain fraction: recorded beside Htt clearance, whose call it bears; fraction fluorescence in grains; measured here: aggregate grain fluorescence fraction; active compounds read low;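 scaled fraction of total cell fluorescence in grains with unit not stated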
An asterisk follows results filed as active; ? = inconclusive; nt = no result given.

Htt clearance,Htt clearance grain fraction,structure
29,14,CN(C)c1nc(OCCNC(=O)COc2ccc(Cl)cc2Cl)nc(N2CCOCC2)n1
-24,45,O=C(NCc1ccco1)c1ccc2nc3sc4c(c3c(=O)n2c1)CCCC4
32,33,Cc1ccc2nc(NC(=O)CCn3c(=O)sc4ccccc43)sc2c1
-18,23,CCN(CC)CCNC(=O)Cn1cnc2sc(C)c(S(=O)(=O)N3CCOCC3)c2c1=O
-8,35,CCCC(=O)Nc1c(C(=O)OCC)[nH]c2ccccc12
20,39,NC(=O)c1cc(S(=O)(=O)Nc2cccc(F)c2)co1
-9,47,CN(C)c1nc(Nc2ccccc2)nc(N(C)C)n1
-67,58,O=C(O)CN1CCN(Cc2ccc(F)cc2Cl)C1=O
-30,43,CC(C)c1ccc(NC(=O)c2cccnc2)cc1
-18,24,Cc1ccc(-n2c(SCc3nnc4n3CCC4)nnc2-c2ccccc2)cc1
19,34,COC(=O)c1ccc(-c2nc(O)c3cnccn23)cc1
-24,22,CC(C)C(=O)Nc1cccc(NC(=O)c2cc3ccccc3o2)c1
-36,66,CCOC(=O)c1sc(NC(=O)c2ccccc2OC)nc1C
6,18,Cc1ccccc1-c1nnc(SCC(=O)Nc2c(C)n(C)n(-c3ccccc3)c2=O)o1
12,20,CCC(CC)C(=O)OCC(=O)NC12CC3CC(CC(C3)C1)C2
3,38,CC(C)(CS(=O)(=O)[O-])NC(=O)CC[N+](C)(C)CCO
-8,21,COc1cc(OC)cc(-c2n[nH]c(=S)n2-c2cc(OC)ccc2OC)c1
-159,82,COc1ccc(NC(=O)CCS(=O)(=O)c2ccc3c(c2)CCCN3C(C)=O)cc1Cl
11,31,CN1C(=O)c2cccc(NCCCN3C(=O)c4ccccc4C3=O)c2C1=O
4,28,CCCC(=O)Nc1ccc(C(=O)NNC(=O)c2cccs2)cc1
-68,81,Cc1noc(C)c1S(=O)(=O)N(CC(=O)Nc1ccc2c(c1)OCCO2)c1ccc(C(C)C)cc1
14,32,Cc1cc2cccc(C)c2nc1SCC(=O)N(C)c1nc(-c2ccccc2)cs1
26,13,O=C(CCSc1nccn1Cc1ccccc1)N1CCOCC1
19,18,Cc1cc(C)nc(N2CCC(C(=O)O)CC2)n1
25,28,COc1ccc(N(CC(=O)Nc2cc(C(=O)O)ccc2C)S(=O)(=O)c2c(C)noc2C)cc1
22,30,O=C(Nc1c(C(=O)NCc2ccco2)cnn1-c1ccccc1)c1ccc(F)cc1
31,19,Cc1cc(C)c(S(=O)(=O)NCc2ccncc2)c(C)c1
36,27,Cc1ccc2[nH]c(=O)c(-c3nc4c(C)cccn4c3NCc3ccco3)cc2c1
20,16,O=C(CN1C(=O)COc2ccccc21)NCCCN1CCc2ccccc2C1
7,19,Cc1ccc(-c2nn[nH]n2)cc1
51,9.7,CCC(C)(C)n1nnnc1C(c1cc2ccc(OC)cc2[nH]c1=O)N1CCCCC1 (stereo not given)
17,16,CCC(C)Sc1nc2c(c(=O)[nH]c(=O)n2C)n1CC(O)COc1ccccc1C (stereo not given)
-11,20,CN(C)CCCN1C(=O)C(=O)/C(=C(/O)c2ccc3c(c2)OCO3)C1c1ccco1 (stereo not given)
0,34,CCn1c(SCc2cccnc2)nc2c1c(=O)n(C)c(=O)n2C
-75,35,N#Cc1c2n(c3c(=O)n(CC(=O)c4ccc(Br)cc4)cnc13)CCCC2
-30,26,O=C(CSc1nnc(-c2ccccc2)n1Cc1ccccc1)NC1CC1
-66,31,O=C(O)CCCC(=O)Nc1ccccc1C(=O)N1CCCC1
-26,25,COC(=O)CSc1nc(NCC(C)C)nc(N2CCOCC2)n1
-52,45,Cc1ccc(NCc2nnc(SCC(=O)N3CCCc4ccccc43)o2)c(C)c1
7,40,Cc1ccsc1C1Nc2ccc3ncccc3c2C2=C1C(=O)CCC2 (stereo not given)
4,42,CC1CC(C(F)(F)F)n2ncnc2N1 (stereo not given)
-1,40,COc1cccc(OC)c1NC(=O)C1CCCN1C(=O)NCc1ccccc1 (stereo not given)
10,35,Cc1ccc(S(=O)(=O)CC2CSc3nc(N)cc(=O)n32)cc1 (stereo not given)
12,36,COc1ccc(-c2oc3ncnc(NCCN4CCOCC4)c3c2-c2ccc(OC)cc2)cc1
50,9.7,COc1ccc(Cl)c(NC(=O)NCCN2CCN(c3ccccc3)CC2)c1
-10,40,Cc1nn(-c2ccccn2)c2nc(-c3cccs3)cc(C(=O)N3CCOCC3)c12
9,19,S=C(Nc1ccccc1)Nc1nc2ccccc2n1CCOc1ccccc1
-92,62,O=C(CCCN1C(=O)c2ccccc2C1=O)Nc1ccc(S(=O)(=O)N2CCCCC2)cc1
-12,38,Cc1nc2ccc(-c3ccccc3)cc2o1
27,15,O=C(c1cc2ccccc2oc1=O)N(Cc1ccco1)CC1CCCO1 (stereo not given)
-2,43,COc1cccc(C(=O)Nc2ccc(-c3nc4ccccc4o3)c(O)c2)c1
22,30,C=CCNC(=O)COc1ccc(Br)cc1Cl
55,8.7,Cc1cc(NC(=O)c2ccc3c(c2)OCO3)ccc1NC(=O)c1ccco1
14,25,Nc1ccc(-c2nnc(-c3ccc(-c4ccccc4)cc3)o2)cc1
-30,27,CCOC(=O)c1[nH]c(C)c(/C(O)=C2\C(=O)C(=O)N(CCN(C)C)C2c2cccc(OC)c2OC)c1C (stereo not given)
17,33,CCC(CC)c1nnc(NC(=O)c2c(C)nn(Cc3ccccc3Cl)c2C)s1
-69,30,Cc1cc(C)cc(CC2CC(=O)N(c3ccc4c(c3)OCCO4)C2=O)c1 (stereo not given)
9,32,CC1(C)Cc2c(c(N3CCOCC3)nc3sc4c(=O)[nH]cnc4c23)CS1
41,11,CCC(=O)Nc1ccc(NC(=O)C23CC4CC(CC(C4)C2)C3)cn1
?,nt,O=c1o[nH]c(-c2ccccc2)c1C1=NCCCCC1

Next section.
Htt clearance,Htt clearance grain fraction,structure
18,31,CCN(CC)CC(O)Cn1c2ccccc2c2ccccc21 (stereo not given)
18,15,Cc1ccn2c(-c3csc(NCc4ccccc4)n3)c(C)nc2c1
5,33,COc1ccc(Nc2nc(C(=O)NCCCN3CCOCC3)cs2)cc1
-30,25,Cc1ccccc1C1NC(=O)Cc2ccccc21 (stereo not given)
-2,32,O=C(C/C=N/OCc1c(Cl)cccc1Cl)c1cnc(-c2ccccc2)s1
-7,43,CCOC(=O)N1CCC(N(CCOC)C(=O)Nc2ccc(C)c(C)c2)CC1
-60,61,CC1(C)Cc2nc(NCCN3CCOCC3)c(C#N)cc2CO1
-67,63,CCNc1nc(Oc2c(Cl)cccc2Cl)cc(C(F)(F)F)n1
3,31,CCn1c(SCC(=O)N2CCN(c3ccccc3F)CC2)nnc1-c1ccoc1C
-19,50,COc1ccc(N2C(=O)CSC2c2ccc3c(c2)OCO3)cc1 (stereo not given)
-23,24,Clc1ccc(C(c2nnnn2C2CCCC2)N2CCN(c3nc4ccccc4s3)CC2)cc1 (stereo not given)
-60,49,COc1ccc([N+](=O)[O-])cc1N(CC(O)CN(CC(C)C)CC(C)C)S(=O)(=O)c1ccccc1 (stereo not given)
8,37,Cc1cc(C)nc(NC(=O)Cc2cccs2)n1
43,22,C=CCOC(=O)C1=C(C)NC(=S)NC1/C=C/c1ccccc1 (stereo not given)
-54,28,Cc1sc2nc3n(c(=O)c2c1C)CCCS3
27,15,CS(=O)(=O)N1CCN(C(=O)C2c3ccccc3Oc3ccccc32)CC1
-5,21,O=C(NCCC1=CCCCC1)C1CCCN(S(=O)(=O)c2ccc(F)cc2)C1 (stereo not given)
-78,88,CC(C)NC(=O)c1ccc(CS(=O)(=O)c2ccc(Br)cc2)o1
16,16,CC1CCN(S(=O)(=O)c2ccc(C(=O)OCc3ccc4c(c3)OCO4)cc2)CC1
-78,40,CC(C)C(NC(=O)C1CCCCC1)C(=O)NC1=NCCS1 (stereo not given)
8,19,CCOC(=O)Cc1csc(SCC(=O)Nc2cccc(C#N)c2)n1
22,23,Cc1ccc(C(c2nnnn2CCc2ccccc2)N2CCSCC2)cc1 (stereo not given)
-18,23,O=C(CN1C(=O)COc2ccccc21)N(Cc1cccnc1)Cc1ccccc1F
-33,51,Cc1cc(SCCOc2ccccc2)nc(N)n1
-1,43,CN(C)Cc1cc(CCNC(=O)c2ccc(Cl)cc2)ccc1O
-52,29,Cc1cc(N2C(=O)C3CC=CC(C)C3C2=O)no1 (stereo not given)
6,37,Cn1c(C(=O)N2CCN(Cc3ccc4c(c3)OCO4)CC2)cc2sccc21
-5,41,O=C(c1ccccc1)N1CCN(c2ncnc3sc4c(c23)CCC4)CC1
-56,61,COc1ccccc1-c1cc(C(=O)N2CCc3ccccc3C2)c2ccccc2n1
-13,22,CN(C)c1ccc(C(=O)OCC(=O)NC2CCCCC2)cc1

Arranged by value in Htt clearance (low to high): 6 of the compounds above.
canonical_smiles,Htt clearance,Htt clearance grain fraction
CCN(CC)CCNC(=O)Cn1cnc2sc(C)c(S(=O)(=O)N3CCOCC3)c2c1=O,-18,23
COc1cc(OC)cc(-c2n[nH]c(=S)n2-c2cc(OC)ccc2OC)c1,-8,21
O=C(c1ccccc1)N1CCN(c2ncnc3sc4c(c23)CCC4)CC1,-5,41
CC1CC(C(F)(F)F)n2ncnc2N1 (stereo not given),4,42
Cc1ccccc1-c1nnc(SCC(=O)Nc2c(C)n(C)n(-c3ccccc3)c2=O)o1,6,18
CCC(CC)C(=O)OCC(=O)NC12CC3CC(CC(C3)C1)C2,12,20

The results go on:
Htt clearance,Htt clearance grain fraction,structure
14,19,O=S(=O)(c1ccc(-n2cnnn2)cc1)N(C1CCCCC1)C1CCCCC1
28,13,O=C(NC1CCc2ccccc21)C1CCN(S(=O)(=O)c2ccc(-n3cnnn3)cc2)CC1 (stereo not given)
-42,54,O=C(Cc1ccccc1)NC(NCCCN1CCOCC1)(C(F)(F)F)C(F)(F)F
14,26,O=C(NC1(C(F)(F)F)NC(=O)N(c2ccc(F)c(Cl)c2)C1=O)c1ccncc1 (stereo not given)
59,15,COc1ccc(S(=O)(=O)NCCC(=O)NC(C)c2ccccc2)cc1 (stereo not given)
37,12,CCCn1c(NC(=O)c2ccc(C)cc2)nc2ccccc21
-35,51,N=c1oc2ccc3ccccc3c2cc1-c1nnc2n1CCCCC2
12,34,COc1ccc(N2C3=C(CC4=C2CC(C)(C)CC4=O)C(=O)CC(C)(C)C3)cc1
9,28,CCOc1ccc(NC(=O)CCN2CCN(c3ccccc3F)CC2)cc1
-52,29,COCCn1cc(C(=O)NCc2cccs2)c2c3ccccc3n(C)c2c1=O
7,33,CCOC(=O)c1cc(NC(=O)c2ccc(Cl)cc2)c(=O)n2c1oc1ccc(Cl)cc12
32,19,COc1ccc2oc(-c3ccccc3)c(C(=O)N3CCOCC3)c2c1
31,28,O=c1c2ccccc2nc(-c2ccco2)n1/N=C/c1ccco1
38,10,CCn1c(CNC(=O)c2cccs2)nnc1SCC(=O)Nc1ccc(Cl)cc1
-26,23,COc1ccc(S(=O)(=O)N(CC(=O)N2CCOCC2)Cc2ccccc2)cc1
-21,28,Cc1sc2nc(C(C)C)oc(=O)c2c1C
33,13,O=C(CSc1nc2c(c(C(F)(F)F)n1)CCc1ccccc1-2)NCc1ccccc1
29,20,CCN1CCN(CC(=O)c2c[nH]c3ccc(C)cc23)CC1
-28,49,CCOC(=O)C1CCN(C(=O)COc2ccc(N(C)S(=O)(=O)c3cccs3)cc2)CC1
-14,24,CCC(C#CCN1CCOCC1)(CC)OCCC#N
-39,26,CCc1c(C)n([O-])c2c([n+]1=O)CCC2
-60,50,CCn1c(SCC(=O)Nc2ccc3c(c2)OCO3)nc2c(c1=O)SC(C)C2 (stereo not given)
-3,24,Cc1noc(C)c1CSc1nc2ccccc2c(=O)n1-c1ccc(Cl)cc1
9,45,CCC(C)N1C(=O)CCC1C(=O)NCc1ccc2c(c1)OCO2 (stereo not given)
83*,3.2*,O=C(NCc1ccco1)C(c1ccco1)N(Cc1cccs1)C(=O)Cn1nnc2ccccc21 (stereo not given)
-4,38,CCN1c2ccccc2NC2N=C(OC)C(c3ccccc3)C21 (stereo not given)
8,18,CCOC(=O)c1sc(SCC(=O)Nc2ccc(N(C)C)cc2)nc1N
28,15,COc1ccc2cc3cc(C(=O)Nc4ccc5c(c4)OCO5)oc3nc2c1
-7,21,O=C(CSc1nnnn1-c1ccccc1)Nc1ccc(Cl)cn1
-73,31,CCOc1ccc(C(=O)Nc2ccc3c(c2)OCO3)cc1OCC
-14,42,CCOc1ccc(CC(=O)C2C(=O)CCCC2=O)cc1OCC
-62,29,COc1ccc(C(=O)NCc2c(CC(C)C)oc(C)c2C(=O)O)cc1
26,29,Cc1[nH]c(=O)[nH]c(=O)c1S(=O)(=O)N(C)Cc1ccccc1
14,15,COC(=O)c1c(NS(C)(=O)=O)sc2c1CCCC2
61,7.2,O=C(NC1CCCCC1)N1CCCC1
15,15,COc1ccc(-c2nnc(SCC(=O)c3cc(C)n(Cc4cccs4)c3C)o2)cc1
-56,28,CCCCNC(=O)CSc1nnc(-c2ccc(S(=O)(=O)N3CCCC3)cc2)n1C
27,28,O=C(c1ccc2c(c1)OCO2)N1CCN(c2ccc(Cl)cc2)CC1
-16,40,COc1ccccc1OCCC(=O)OCCN1C(=O)c2ccccc2C1=O
-16,20,COc1cc(CNc2ccc3[nH]c(=O)[nH]c3c2)cc(Cl)c1OCC(=O)NC(C)(C)C
-4,21,COc1ccc2cc3cc(C(=O)NCCN4CCN(c5ccccc5F)CC4)oc3nc2c1

Single records, from the list above. Values in the order: Htt clearance | Htt clearance grain fraction
Results for `COC(=O)c1c(NS(C)(=O)=O)sc2c1CCCC2` → 14 | 15
Results for `CC1CCN(S(=O)(=O)c2ccc(C(=O)OCc3ccc4c(c3)OCO4)cc2)CC1` → 16 | 16
Results for `CCc1c(C)n([O-])c2c([n+]1=O)CCC2` → -39 | 26
Results for `O=C(c1ccc2c(c1)OCO2)N1CCN(c2ccc(Cl)cc2)CC1` → 27 | 28
Results for `Cc1ccc(NCc2nnc(SCC(=O)N3CCCc4ccccc43)o2)c(C)c1` → -52 | 45

An excerpt; the hit share may differ from the screen's.
